Source: PubChem (Fisher Drug Discovery Resource Center)
hcGAS lum = human cGAS inhibition; AID 1259398; Q8N884; recombinant h-cGAS, ATP depletion, Kinase-Glo luminescence; inhibition, % at 12.5 µM; actives 0.081% (n = 290,000);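 also: 0% = vehicle reaction and 100% = reaction without DNA for no activity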
Target sequence (Q8N884 whole entry, looked up): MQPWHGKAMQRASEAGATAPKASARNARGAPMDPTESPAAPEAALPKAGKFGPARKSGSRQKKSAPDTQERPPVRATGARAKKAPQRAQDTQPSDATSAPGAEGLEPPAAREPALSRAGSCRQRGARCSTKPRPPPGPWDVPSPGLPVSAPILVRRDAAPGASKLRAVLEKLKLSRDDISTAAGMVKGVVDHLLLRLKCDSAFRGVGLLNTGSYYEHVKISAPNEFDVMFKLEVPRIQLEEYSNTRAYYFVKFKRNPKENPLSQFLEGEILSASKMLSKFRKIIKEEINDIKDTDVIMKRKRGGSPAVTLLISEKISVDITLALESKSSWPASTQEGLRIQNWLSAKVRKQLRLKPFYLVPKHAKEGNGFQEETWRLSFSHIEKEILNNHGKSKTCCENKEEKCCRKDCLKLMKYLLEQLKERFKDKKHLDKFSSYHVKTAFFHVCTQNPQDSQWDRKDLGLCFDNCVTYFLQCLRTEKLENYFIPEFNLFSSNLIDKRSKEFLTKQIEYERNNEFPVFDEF
NPYLR7 agonist = mosquito NPYLR7 agonism; actives 0.15% (n = 270,000); activation, % at 10 µM; HEK293T NPYLR7/Galpha15, GCaMP6s calcium fluorescence; AID 1259423; in the data active = activation above about 40%;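 also: 0% = vehicle and 100% = reference agonist at the receptor; some compounds past the cut are filed as inactive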
mcGAS inh = mouse cGAS inhibition by luminescence; recombinant cGAS, Kinase-Glo ATP depletion luminescence; inhibition, % at 12.5 µM; actives 0.15% (n = 160,000);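 also: 0% = negative control wells and 100% = reference inhibitor with no enzyme activity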
An asterisk follows results filed as active; . = not tested or not shown; & = joins results of further samples. Rule as the data show it, unless noted: active = inhibition above about 40%; inactive = the rest.

#1 Nn1c(COc2ccccc2)nnc1SCc1cc(=O)[nH]c2ccccc12
#2 C=CCc1cccc(/C=N\NC(=O)CSc2nnc(-c3ccc(Br)cc3)n2CC(=C)C)c1O
#3 CCOc1nc(-c2ccc(Cl)c(Cl)c2)n(-c2ccc(NC(=O)c3cccc(Br)c3)cc2)n1
#4 CS(=O)(=O)CCC(=O)NC(Cc1ccccc1)c1ccccc1F (centres undefined)
#5 Cc1cccc(Cn2c(=O)c3c(nc4n(CC5CCCO5)c(C)c(C)n34)n(C)c2=O)c1 (centres undefined)
#6 Cc1cccc(C(=O)N(C)Cc2ccccc2C(F)(F)F)n1
#7 O=C(c1ccc(CSc2ccccc2F)cc1)N1C2CCC1CC(Oc1cccc(C(F)(F)F)c1)C2 (centres undefined)
#8 Cc1c(C(=O)O)sc2cc(F)ccc12
compound no.,1,2,3,4,5,6,7,8
hcGAS lum,-5,-1,3,-5,-8,-7,-2,-9
NPYLR7 agonist,-11,-4,-5,3,-1,3,4,-2
mcGAS inh,-9,.,1,-18,.,.,-3,-11

#9 OCCC1CN(C2CCN(c3ccccc3)CC2)CCN1Cc1ccccc1F (centres undefined)
#10 CC(C)CNc1ccc2c(n1)C(=O)N([C@H](C)C(=O)NCc1ccc(F)c(Cl)c1)C2
#11 CC(NC(=O)c1cn(C2CCCCCC2)nn1)c1cnn(-c2ccccc2)c1 (centres undefined)
#12 O=[N+]([O-])c1cc2c(cc1C=NNC(=S)NCC1CCCO1)OCO2 (centres undefined)
#13 CSc1ncccc1C(=O)NC1CCC2CCCCC2C1 (centres undefined)
#14 CCn1c(SC)nnc1-c1cn(C)nc1OC
#15 c1ccc(-c2nc3nnnn3c3ccccc23)cc1
#16 O=C(CSCc1cc(Cl)c2c(c1)OCO2)NCc1ccc2c(c1)OCO2
compound no.,9,10,11,12,13,14,15,16
hcGAS lum,-5,-9,-6,-9,-12,-1,-5,-5
NPYLR7 agonist,14,3,.,2,5,-1,0,7
mcGAS inh,-16,.,-10,-6,.,0,.,-7

#17 COc1cc(CN2CCN3CCNC(=O)C3C2)ccc1N1CCCC1 (centres undefined)
#18 Cc1c(C(=O)Nc2nccs2)cccc1-n1cnnc1
#19 C=CCn1c(C2CCS(=O)(=O)C2)n[nH]c1=S (centres undefined)
#20 Cc1cccc(C2c3[nH]c4ccccc4c3CCN2C(=O)c2cc(-c3cccn3C)n[nH]2)n1 (centres undefined)
#21 Oc1ccc(-n2cnnn2)cc1
#22 C=CCNC(=O)C(NC(=O)c1ccc(OC)cc1)C1CCN(C(=O)CCc2ccccc2)CC1 (centres undefined)
#23 Cc1cc(C(=O)NCc2cccnc2N2CCCN(C)CC2)n[nH]1
#24 O=C(COC(=O)c1ccc(NS(=O)(=O)c2cccs2)cc1)Nc1ccc([N+](=O)[O-])cc1
compound no.,17,18,19,20,21,22,23,24
hcGAS lum,4,-8,-3,-4&2,-3,-4,-8,-5
NPYLR7 agonist,2,3,-1,12&-8,4,-5,5,-4
mcGAS inh,-10,-9,.,-8&-2,.,-6,-15,-8

#25 Cc1cc(C)c(-c2csc(NC(=O)c3ccc4c(c3)C(=O)N(C)C4=O)n2)c(C)c1
#26 CCN(Cc1nc[nH]c1C)C1CCS(=O)(=O)C1 (centres undefined)
#27 CN1CC2(CCCN(Cc3nnc(-c4cccc(F)c4)o3)C2)OC1=O (centres undefined)
#28 Fc1ccc(CN2C3=NCCCN3c3ccccc32)cc1
#29 O=[N+]([O-])c1ccc(C2c3cccn3CCCN2Cc2ccccc2[N+](=O)[O-])cc1 (centres undefined)
#30 O=C1/C(=C/c2ccc(-c3ccc(Br)cc3)o2)C=C(c2ccccc2)N1c1ccccc1O
#31 Cc1ccc(S(=O)(=O)N(C)C)cc1C(=O)N1CCNC(=O)C1
#32 O=C1CCN(C(=O)Cc2ccc(NS(=O)(=O)c3ccc(F)cc3)cc2)CC1
compound no.,25,26,27,28,29,30,31,32
hcGAS lum,-7,-8,1,-14,1,1,2,-5
NPYLR7 agonist,-3,9,0,8,1,0,-4,3
mcGAS inh,-7,.,.,.,0,2,.,.

#33 Cc1cc2nc(Oc3ccc4ccccc4c3)c3ccccc3n2n1
#34 CCC1(CO)COC(c2ccco2)OC1 (centres undefined)
#35 Cc1ncc2c(c1O)COC(C)OC2 (centres undefined)
#36 O=C(c1ncncc1Cl)N1CC2CCC1C2 (centres undefined)
#37 CCN(CC)c1onc(-c2ccccc2)c1CN(Cc1ccco1)C(=O)c1cccc(OC)c1
#38 CCCCN(C)C(=O)c1ccc(NS(=O)(=O)c2ccc(Cl)s2)cc1
#39 COCc1nc(-c2ccc(CN3CCN(C(=O)c4cccc(F)c4F)CC3)cc2)no1
#40 Cc1ccc(OCCC(=O)Nc2nc(C)cs2)cc1
compound no.,33,34,35,36,37,38,39,40
hcGAS lum,-6,-1,-4,-8,-2,-5,-2,3
NPYLR7 agonist,3,5,-7,13,-4,8,0,0
mcGAS inh,.,.,.,.,1,.,-5,-2

Quoted at random: 5 compounds from above, in no set order.
#9 OCCC1CN(C2CCN(c3ccccc3)CC2)CCN1Cc1ccccc1F (centres undefined)
#33 Cc1cc2nc(Oc3ccc4ccccc4c3)c3ccccc3n2n1
#7 O=C(c1ccc(CSc2ccccc2F)cc1)N1C2CCC1CC(Oc1cccc(C(F)(F)F)c1)C2 (centres undefined)
#15 c1ccc(-c2nc3nnnn3c3ccccc23)cc1
#32 O=C1CCN(C(=O)Cc2ccc(NS(=O)(=O)c3ccc(F)cc3)cc2)CC1
compound no.,9,33,7,15,32
hcGAS lum,-5,-6,-2,-5,-5
NPYLR7 agonist,14,3,4,0,3
mcGAS inh,-16,.,-3,.,.

Next section
#41 CCc1nc2c(OCC=C(C)C)cccn2c1N(C)C(=O)c1ccc(OC)cc1
#42 Cn1c(Cl)cnc1C1CC(c2cc(Cl)ccc2O)=NN1 (centres undefined)
#43 CNCC(=O)NC(c1cccnc1)c1ccc(C)cc1C (centres undefined)
#44 O=C(c1ccc(CN2CCc3ccccc3C2)cc1)N1CCC(O)(CO)CC1
#45 O=C(NC(Cc1ccccc1)C(=O)N1CCC(C(O)(c2ccccc2)c2ccccc2)CC1)OCc1ccccc1 (centres undefined)
#46 CCCCCCCC(=O)N1CCCC(C(=O)NC2CCCC[C@H]2NC(=O)c2ccccc2C)C1 (some centres undefined)
#47 Cn1c(C(C#N)=Cc2c(F)c(F)c(F)c(F)c2F)nc2ccccc21
#48 CC(=O)c1ccc(NC(=O)c2ccc(N3C(=O)C4C5C=CC(C5)C4C3=O)cc2)cc1 (centres undefined)
compound no.,41,42,43,44,45,46,47,48
hcGAS lum,-1,0,1,-5,-8,3,0,-5
NPYLR7 agonist,25,4,-3,-2,-7,-1,142*,1
mcGAS inh,-2,-3,-2,-9,.,-1,.,-5

#49 O=C(O)c1cc(-c2ccccc2Cl)nn1-c1ccc(F)cc1
#50 Cc1noc(C(C)SCCN2C(=O)NC(C)(C)C2=O)n1 (centres undefined)
#51 CCOc1ccc(C(=O)Nc2ccc(-c3nc4ccccc4o3)cc2)cc1Cl
#52 CCOC(=O)C1(Cc2ccccc2)CCCN(Cc2ccc(C#CC(C)(C)O)s2)C1 (centres undefined)
#53 CC1CCCN(C(=O)C2CCN(C(=O)Nc3nnc(C(C)C)s3)CC2)C1 (centres undefined)
#54 COc1ccc(Cc2nnc(SCC(=O)Nc3cc(C)cc(C)c3)[nH]c2=O)cc1
#55 O=C1NCCc2c(OCc3cccc(C(F)(F)F)c3)cccc21
#56 COc1cccc2c1Oc1ccccc1N=C2N1CCN(C(=O)OCc2ccccc2)C(C)C1 (centres undefined)
compound no.,49,50,51,52,53,54,55,56
hcGAS lum,-3,4,-7,-9&-3,-5,-4,2,-1
NPYLR7 agonist,12,-2,-4,7&-4,4,-6,2,.
mcGAS inh,.,.,-6,-10&-3,.,-9,.,-2

#57 Cc1nc(SCC(=O)NC(=O)NCC(C)C)c2c(C)c(C)sc2n1
#58 CCC(CC)C(=O)Oc1cc(C)[nH]c(=O)c1[N+](=O)[O-]
#59 Cc1cc(C)n(CCN(C)C(=O)c2cc(COc3c(F)cccc3F)on2)n1
#60 CC(/C=C1\N=C(c2ccc(C(C)(C)C)cc2)OC1=O)=C\c1ccccc1
#61 COc1cc2c(cc1OC)C(=O)N(C)C(c1ccc(F)cc1)N2 (centres undefined)
#62 Cc1ccc(CN2CCC(CN(C)Cc3cccc(F)c3)CC2)o1
#63 COc1ccc2occ(C3N=C(N)NC(Nc4ccc(F)cc4)=N3)c(=O)c2c1 (centres undefined)
#64 Cc1nc2ccc(NC(=O)N3CCC(Oc4cccnc4)C3)cc2o1 (centres undefined)
compound no.,57,58,59,60,61,62,63,64
hcGAS lum,-4,-6,-10,1,0,-9,-5,-1
NPYLR7 agonist,4,2,15,-2,4,2,6,2
mcGAS inh,.,-9,-11,.,.,.,.,.

#65 CNS(=O)(=O)c1ccc(CCC(=O)OCc2cc(C#N)ccc2F)cc1
#66 N#CC1(C(=O)Nc2ccc(-c3ccccc3)cn2)CCCCC1
#67 CC(C)(Oc1ccc(F)cc1)C(=O)Nc1ccc(N2CCCC2=O)cc1
#68 CC(C)c1ccccc1OC1CC2CCC(C1)N2C(=O)c1ccc(CSc2ccc(C(F)(F)F)cn2)cc1 (centres undefined)
#69 NC(=O)c1ccsc1NC(=O)COC(=O)c1ccccc1NCCC1=CCCCC1
#70 CN(C)S(=O)(=O)c1ccc2c(c1)CCCN2
#71 Cc1nc(CN(C)C(=O)Nc2ccc(S(C)=O)c(F)c2)cs1 (centres undefined)
#72 Cc1cc(-c2csc(NC3CC3)n2)c(C)n1C
compound no.,65,66,67,68,69,70,71,72
hcGAS lum,-8,-4,-4,0,-3,1,-8,-9
NPYLR7 agonist,13,2,1,-9,1,0,6,10
mcGAS inh,-16,.,-19,1,.,.,-7,-8

#73 COc1ccc(NC(=O)Nc2ccc(Nc3cc(OC(C)C)nc(C)n3)cc2)cc1
#74 O=S(=O)(c1cccnc1)N1CCN(c2nc3ccccc3[nH]2)CC1
#75 CCCCOc1ccc(N2C(N)=NC(N)=NC2(C)C)cc1
#76 CCC(NC(=O)Cc1cnn(-c2ccccc2)c1)c1noc(C)n1 (centres undefined)
#77 Cc1cc(C)c(C#N)c(=S)[nH]1
#78 C1=CCC(C2OCC(CN3CCCCC3)O2)CC1 (centres undefined)
#79 COc1ccccc1Oc1cc(N2CCN(C(=O)c3ccccc3)C(C)C2)ncn1 (centres undefined)
#80 Cc1ccc(CN(CCc2ccccc2)C(=O)CN(Cc2ccco2)S(=O)(=O)c2ccccc2)o1
compound no.,73,74,75,76,77,78,79,80
hcGAS lum,3,-7,3,-4,-2,-4,0,-2
NPYLR7 agonist,-5,-1,6,-6,-1,-12,-6,1
mcGAS inh,.,.,1,.,.,.,0,-3

#81 Cc1ccc(C=Nc2c(F)cccc2F)o1
#82 CN(Cc1ccccc1Cl)C(=O)c1cc(NS(C)(=O)=O)ccc1O
#83 CC(C)CCN(CC(=O)N(Cc1cccn1Cc1ccc(F)cc1)C1CCCCC1)C(=O)Cc1ccccc1
#84 CCOc1ccc(C2C(C(=O)OCc3ccccc3)=C(C)NC3=C2C(=O)CCC3)cc1 (centres undefined)
#85 CCN1CC(CNC2CCN(c3cccc(NC(=O)c4ccccc4OC)c3)CC2)CC1=O (centres undefined)
#86 CC1SC(=NC2CCCCC2)NN=C1c1c[nH]c2ccccc12 (centres undefined)
#87 Cc1cccnc1CC(C)NC(=O)c1n[nH]c(=O)c2ccccc12 (centres undefined)
#88 COC(=O)c1cc2n(n1)CCCN(C(=O)c1ccc3c(c1)OCCO3)C2
compound no.,81,82,83,84,85,86,87,88
hcGAS lum,-3,1,-6,-4,-6,1,-4,-1
NPYLR7 agonist,19,10,24,18,21,2,2,8
mcGAS inh,.,.,-7,-4,.,.,.,-13

#89 COC(=O)[C@@H]1C[C@@H](N(C)C)CN1S(=O)(=O)c1c(C)cccc1Cl
#90 O=S(=O)(Nc1ccc2c(c1)OC1(CCCC1)O2)c1ccc2c(c1)CCC2
#91 O=C(Nc1ccccc1)Nc1cccc([N+](=O)[O-])c1
#92 CN1CCN(c2c3c(c(C#N)c4nc5ccccc5n24)CCCC3)CC1
#93 N#Cc1ccccc1CN1CCN(c2nc(C(=O)N3CCCC3)co2)C1=O
#94 Cc1nc2ccc(C(=O)N3CCSCC3)cc2nc1C
#95 CC1(NC(=O)c2cc3ccccc3s2)CCS(=O)(=O)C1 (centres undefined)
#96 CCOC(=O)c1nn(-c2ccccc2)c(=O)cc1OCC(=O)N1CCN(c2ccccc2)CC1
compound no.,89,90,91,92,93,94,95,96
hcGAS lum,-1,-5,-2,-6,-9,-7,-4,-8
NPYLR7 agonist,25,4,7,9,-6,18,12,17
mcGAS inh,-17,-17,-8,.,.,.,-7,.
